# Bioassay records deposited in PubChem BioAssay by several laboratories.
# IEC-6 cytotox: cytotoxicity in IEC-6 intestinal epithelial cells, primary screen, cytotoxicity control for KLF5 inhibitor project, cell-based, luminescence; inhibition, % at 5 µM; IEC-6 cytotoxicity, luminescence viability; AID 1825, 2009; 290,000 compounds, 0.78% hits; in the data active = inhibition above about 22%;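 note: 0% = plate median of test compound wells and 100% = cytotoxic reference compound wells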
# aSyn UTR inh: MLPCN primary screen, SNCA 5' untranslated region. alpha-synuclein 5'UTR reporter, inhibitor activity. AID 1813, 2009. inhibition, % (tested at 7.5 µM). 300,000 compounds, 0.82% hits; in the data active = inhibition above about 60%;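 note: H4 neuroglioblastoma cells stably carrying SNCA 5'UTR luciferase fusion; 0% = DMSO wells and 100% = positive control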
# GSK3B inh: human GSK3beta kinase inhibitors, primary screen, biochemical, cell-free homogeneous, HTS; Glycogen synthase kinase-3 beta (Homo sapiens), P49841; GST-GSK3beta kinase, ADP-Glo luminescence, 60 min; stronger effect = lower value; activity score (negative = inhibition), % at 10 µM; 300,000 compounds, 0.038% hits; AID 2097, 2009;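 active = more than half of replicate wells score below -50%, meaning over 50% inhibition versus plate controls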;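 note: 0% = median DMSO wells and -100% = median GW8510 positive control wells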
# Target sequence (P49841 whole entry, looked up): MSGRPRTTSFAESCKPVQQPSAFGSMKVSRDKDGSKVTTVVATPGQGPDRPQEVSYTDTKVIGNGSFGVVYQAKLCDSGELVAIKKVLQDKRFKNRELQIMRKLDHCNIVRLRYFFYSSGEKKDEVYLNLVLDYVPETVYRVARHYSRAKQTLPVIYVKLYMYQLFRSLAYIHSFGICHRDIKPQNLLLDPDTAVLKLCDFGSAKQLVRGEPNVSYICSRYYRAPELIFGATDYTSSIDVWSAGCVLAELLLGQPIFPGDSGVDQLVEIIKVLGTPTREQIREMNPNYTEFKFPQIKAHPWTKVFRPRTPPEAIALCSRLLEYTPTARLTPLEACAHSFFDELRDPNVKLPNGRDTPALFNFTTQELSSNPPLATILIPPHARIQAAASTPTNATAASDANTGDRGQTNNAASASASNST
#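 Test system: GST-tagged human GSK3beta kinase, cell-free; evaluation: activity score scaled between in-plate DMSO and GW8510 controls; measured by: ADP-Glo luminescence; incubation: 60 min reaction, RT; benchmarks: DMSO and 20 µM GW8510; reagent: peptide substrate plus 25 µM ATP (final); medium: Tris/MgCl2 kinase buffer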
# HSF1 inh: HSF1 inhibitors in luciferase reporter cells, primary screen, cell-based, NIH3T3, luminescence | NIH3T3-HGL HSE-luciferase, MG132-induced, luminescence 8 h; stronger effect = lower value | activity change, negative = inhibition, % at 7.5 µM (by protocol) | 300,000 compounds, 0.77% hits;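 active = more than half of replicate wells show activity change below -50%, luminescence cut by over half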;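 note: luciferase reports HSF-1 transcriptional activity via heat shock element; 0% = median of DMSO wells and -100% = zero luminescence signal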
# HSP90 inh: HSP90 inhibitors, primary screen, cell lysate, luminescence. Heat shock protein HSP 90 (rabbit reticulocyte lysate; luciferase refolding). 290,000 compounds, 0.91% hits. inhibition, % at 5.6 µM. Rabbit reticulocyte lysate, luciferase refolding luminescence, 3 h. AID 1789, 2009;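 active = inhibition above the screen-wide mean plus 3 SD, computed separately per campaign, cut at about 16% in these data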;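 note: 0% = DMSO wells and 100% = 60 µM geldanamycin wells; inhibitors lower the luminescence because luciferase stays unfolded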
# GSK3 alpha inh: blockers of GSK3A enzyme activity – biochemical, luminescence, cell-free homogeneous, HTS, primary screen. AID 2650, 2010. GSK-3 alpha kinase, ADP-Glo luminescence, 60 min. inhibition, % at 10 µM. Glycogen synthase kinase-3 alpha (Homo sapiens), P49840. 320,000 compounds, 0.1% hits;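 in the data active = inhibition above about 50%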;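 note: GST-tagged GSK-3 alpha with peptide substrate and 25 µM ATP; 0% = DMSO neutral wells and 100% = GW8510 positive control wells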
# Target sequence (P49840 whole entry, looked up): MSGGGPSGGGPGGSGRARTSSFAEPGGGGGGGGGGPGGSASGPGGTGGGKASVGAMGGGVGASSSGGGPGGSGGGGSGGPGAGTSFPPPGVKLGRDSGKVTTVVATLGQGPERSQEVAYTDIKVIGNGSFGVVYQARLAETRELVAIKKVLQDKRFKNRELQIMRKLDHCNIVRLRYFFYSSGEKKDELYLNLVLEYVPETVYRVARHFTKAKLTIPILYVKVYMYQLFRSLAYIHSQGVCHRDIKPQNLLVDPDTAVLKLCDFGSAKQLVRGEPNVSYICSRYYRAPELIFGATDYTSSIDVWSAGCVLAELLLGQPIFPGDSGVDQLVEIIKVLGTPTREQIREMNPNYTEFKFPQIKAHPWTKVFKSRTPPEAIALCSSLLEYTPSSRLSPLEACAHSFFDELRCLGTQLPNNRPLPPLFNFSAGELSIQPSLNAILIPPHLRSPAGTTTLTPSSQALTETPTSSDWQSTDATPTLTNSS
# AI-2 QS mod: Vibrio harveyi AI-2 quorum sensing modulators, primary screen, JMH597 strain, luminescence/OD600 ratio; Vibrio harveyi JMH597 AI-2 luminescence/OD600 ratio, 9 h; stronger effect = lower value; strain lacks LuxN and CqsS sensors; 0 = neutral-control median; activity change, % at 7.5 µM; 300,000 compounds, 0.4% hits; AID 2094, 2009; in the data active = activity change below about -75%, passing the limit was not always enough;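 note: luminescence divided by OD600 gain over 9 h not by final OD600 alone; inactives centre near 13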
# HSF1 activator: HSF-1 activators, primary screen, NIH3T3-HGL cells, MG132 stress, luminescence, single point; NIH3T3-HGL HSF-1 luciferase reporter, 8 h; 100% = twice DMSO control signal; activation, % at 9 µM; 300,000 compounds, 1.7% hits; AID 504408, 2011;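 active = mean replicate activation of at least 50% with a set share of replicates each reaching 50%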;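 note: 0% = median of the neutral control wells and 100% = twice that signal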
# PolyA inhibitor: polyadenylation inhibitors in yeast reporter cells, primary screen, luminescence, S. cerevisiae; S. cerevisiae SKY197-pL101 polyadenylation reporter, beta-gal luminescence; efflux-impaired pdr1/pdr3 knockout yeast; score 100 = 6 SD above DMSO; 300,000 compounds, 0.02% hits; calls only at 12 µM;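 active = lowest replicate activity score at least 50, where 100 means six control SD above control mean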;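 note: yeast exposed to compound for 9 h at 30 °C; higher score means more reporter readthrough which indicates perturbed polyadenylation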
# KLF5 inhibitor: KLF5 expression inhibitors, primary screen, DLD-1 cells, luminescence; inhibition, % at 5 µM; DLD-1 KLF5 promoter-luciferase reporter; 290,000 compounds, 0.23% hits;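 active = inhibition above a per-plate limit of that plate's mean compound inhibition plus 3 SD, cut at about 60% in these data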;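 note: 0% = DMSO wells and 100% = LY294002 at 200 µM; higher means less KLF5 promoter-driven luciferase light; inactives centre near -14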
# * hit, by the source's call; i = inactive; x = not tested or not shown. An excerpt. The share of hits here may be higher or lower than overall.
# Preview, eleven compounds:
SMILES,IEC-6 cytotox,aSyn UTR inh,GSK3B inh,HSF1 inh,HSP90 inh,GSK3 alpha inh,AI-2 QS mod,HSF1 activator,PolyA inhibitor,KLF5 inhibitor
COC(=O)Cc1cc(=O)n2[nH]cnc2n1,-3,-8,-2,-2,4,1,6,-10,i,-13
O=C(Nc1ccc(F)cc1F)N1CCN(C/C=C/c2ccccc2)CC1,7,37,1,-4,0,-1,10,3,i,-7
COC(=O)CSc1nc2c(c(=O)[nH]c(=O)n2C)n1CCC(C)C,-6,3,4,1,-1,1,67,-10,i,-30
CC(=O)CC(=O)Nc1cccc2c1CCCC2,-4,9,2,17,-1,1,15,29,i,2
COc1cccc(CN(C(=O)c2cc3ccccc3oc2=O)C2CCS(=O)(=O)C2)c1 (centres undefined),6,-49,-3,1,2,1,24,-10,i,-45
COCCN(C(=O)COC(=O)c1ccc2[nH]c(C)c(C)c2c1)c1c(N)n(Cc2ccccc2)c(=O)[nH]c1=O,x,-18,1,-5,x,0,15,-6,i,x
CS(=O)(=O)c1sc2nc(-c3ccccc3)cc(-c3ccccc3)c2c1N,0,33,-2,-16,0,0,0,-31,i,-10
O=C(O)CSCc1nc2ccccc2s1,2,-50,0,3,5,-2,0,14,i,-5
Cc1cc(C)c2c(=O)n(-c3ccccc3)[nH]c2n1,-3,-72,-1,-15,0,-1,11,-33,i,-42
CCN(CC)S(=O)(=O)c1cccc(C(=O)NC(C(=O)NC2=NCCS2)C(C)C)c1 (centres undefined),-6,15,-3,-1,3,0,24,-12,i,-18
CC(C)CCNC(=O)c1csc2c1CCCCC2,9,-46,3,9,0,-1,26,27,x,-52

# The listing, from the start:
SMILES,IEC-6 cytotox,aSyn UTR inh,GSK3B inh,HSF1 inh,HSP90 inh,GSK3 alpha inh,AI-2 QS mod,HSF1 activator,PolyA inhibitor,KLF5 inhibitor
COC(=O)Cc1cc(=O)n2[nH]cnc2n1,-3,-8,-2,-2,4,1,6,-10,i,-13
O=C(Nc1ccc(F)cc1F)N1CCN(C/C=C/c2ccccc2)CC1,7,37,1,-4,0,-1,10,3,i,-7
COC(=O)CSc1nc2c(c(=O)[nH]c(=O)n2C)n1CCC(C)C,-6,3,4,1,-1,1,67,-10,i,-30
CC(=O)CC(=O)Nc1cccc2c1CCCC2,-4,9,2,17,-1,1,15,29,i,2
COc1cccc(CN(C(=O)c2cc3ccccc3oc2=O)C2CCS(=O)(=O)C2)c1 (centres undefined),6,-49,-3,1,2,1,24,-10,i,-45
COCCN(C(=O)COC(=O)c1ccc2[nH]c(C)c(C)c2c1)c1c(N)n(Cc2ccccc2)c(=O)[nH]c1=O,x,-18,1,-5,x,0,15,-6,i,x
CS(=O)(=O)c1sc2nc(-c3ccccc3)cc(-c3ccccc3)c2c1N,0,33,-2,-16,0,0,0,-31,i,-10
O=C(O)CSCc1nc2ccccc2s1,2,-50,0,3,5,-2,0,14,i,-5
Cc1cc(C)c2c(=O)n(-c3ccccc3)[nH]c2n1,-3,-72,-1,-15,0,-1,11,-33,i,-42
CCN(CC)S(=O)(=O)c1cccc(C(=O)NC(C(=O)NC2=NCCS2)C(C)C)c1 (centres undefined),-6,15,-3,-1,3,0,24,-12,i,-18
CC(C)CCNC(=O)c1csc2c1CCCCC2,9,-46,3,9,0,-1,26,27,x,-52
CC(=O)Nc1ccc(N(C(=O)c2ccco2)C(C(=O)NC2CCCC2)c2cccs2)cc1 (centres undefined),1,15,4,-8,-1,3,10,-12,i,12
Cc1cc(=O)oc(C)c1C(=O)Nc1ccc(F)cc1,-3,-25,0,-4,2,-3,22,-10,i,-10
O=C(Cn1cnc2ccccc2c1=O)N1CCN(Cc2ccccc2)CC1,-4,-13,3,-5,-4,2,21,4,i,-9
Cc1ccc(NC(=O)NC2CC(=O)N(c3ccc4c(c3)OCCO4)C2)c(C)c1 (centres undefined),x,11,1,-1,x,-1,16,-4,i,x
CCOc1ccc(-n2c(=S)sc3c(=O)[nH]c(SCC(=O)NCC4CCCO4)nc32)cc1 (centres undefined),-2,-5,1,1,2,x,34,8,i,-15
O=[N+]([O-])c1cccnc1N1CCOCC1,-1,-5,1,-6,-2,0,24,11,i,-4
Cc1ccccc1NS(=O)(=O)c1cc(OCC(N)=O)c(C)cc1Cl,-1,-14,-2,1,-4,0,10,0,i,-7
Cc1cc(S(=O)(=O)NC2CC(C)(C)NC(C)(C)C2)c(Cl)cc1Cl,-3,4,-4,5,3,2,-10,-1,x,-3
COc1cc2c(=O)n(Cc3ccccc3)c(=O)n(CC(=O)NCc3ccco3)c2cc1OC,-3,6,-2,-17,-2,x,22,-4,i,2
Cc1ccc(NC(=O)COc2cccc(C)c2C)cc1S(=O)(=O)N1CCCCCC1,x,11,-2,-5,x,-1,10,-9,i,x
CCOC(=O)C1(CC2CCCCO2)CCN(Cc2nc(C(C)C)cs2)CC1 (centres undefined),-3,-40,3,3,1,-2,2,-1,i,-28
O=C(NCCN1C(=O)S/C(=C\c2ccc(Cl)c(Cl)c2)C1=O)c1cnccn1,1,-17,3,-3,-4,-1,26,-9,i,2
CCOC(=O)N1CCN(C(=O)N2CCOCC2)CC1,4,-8,-1,-6,-3,-2,6,10,i,-13
Cc1cccc(N2C(=O)CC(c3ccc(F)cc3)C3=C2COC3=O)c1 (centres undefined),-3,6,1,-2,0,-4,25,2,i,-41
O=C(CCn1c(=S)oc2ccccc21)N1CCN(c2ccc(F)cc2)CC1,1,4,3,6,0,-1,5,12,i,-15
CC1=CC(C)C2(CO)COC(c3ccccc3O)C1C2C (centres undefined),-3,-12,-2,-4,-1,-2,8,10,i,11
O=C(O)CCCN1C(=O)/C(=C/c2ccncc2)SC1=S,5,-50,-5,1,4,-5,8,-1,i,-9
COc1ccc(C)cc1NC(=S)NNC(=O)c1c(Br)cnn1C,0,4,1,6,-1,-2,3,-4,i,-22
CC(=O)Nc1sc2c(c1C#N)CCC2,0,10,5,-1,-2,2,28,22,i,-13
O=C(CC1CS(=O)(=O)CC1CC(=O)Oc1ccccc1F)Oc1ccccc1F (centres undefined),13,-1,2,5,2,2,-70,3,i,15
COc1ccc(C(=O)NCCCOC(C)C)cc1OC1CCN(C(C)=O)CC1,4,-11,2,-1,-1,1,22,38,i,-20
COc1cc(-c2cc(C(=O)Nc3ccc(S(N)(=O)=O)cc3)c3ccccc3n2)cc(OC)c1OC,6,3,-3,-10,-2,1,4,9,i,-13
COc1ccc(/C=C/C(=O)c2c(O)cc(C)oc2=O)c(OC)c1,-1,-230,0,22,1,-1,-1,47,i,-15
O=C(CN1CCCCCC1)Nc1ccc(Br)cc1[N+](=O)[O-],0,-32,0,17,-4,-2,12,31,i,-17
CC(C)(C)NC(=O)Nc1cccc(Cl)c1Cl,-3,0,-1,1,-2,-5,1,4,i,-27
N#CCCN(C(=O)COC(=O)c1ccc(S(=O)(=O)N2CCCCCC2)cc1)c1ccccc1,x,3,1,1,x,-3,15,-4,i,x
Cc1nn(CCC(=O)NNC(=S)Nc2ccc(Cl)cc2)c(C)c1[N+](=O)[O-],2,11,1,-3,3,-3,20,-5,i,0
CCn1cc(CNc2nc3nonc3nc2N2CCCCC2)cn1,-3,15,1,-4,-3,-1,28,5,i,-35
Cc1nn(C)c(C)c1NC(=O)CN1CCC(O)(c2ccc3c(c2)OCO3)CC1,-3,4,0,0,4,-4,31,-3,i,2
C=CCOC(=O)c1sc(NC(=O)c2ccco2)nc1C,11,-167,1,16,2,1,5,24,i,-61
Cc1oc2c(C)c3oc(=O)c(CC(=O)N[C@@H](CCCNC(N)=O)C(=O)O)c(C)c3cc2c1C,-1,22,-1,-6,3,0,12,-8,i,-47
COc1ccc(-c2cc(-c3ccccc3)c(C#N)c(S(C)(=O)=O)n2)cc1,-2,1,x,54,8,-4,x,71*,i,-17
CCOC(=O)Oc1ccc2c(=O)c(Oc3cc(C)cc(C)c3)coc2c1,3,-5,5,-31,2,-3,-44,-42,i,3
COc1ccc(N2C(=O)CC(Sc3nnc(-c4ccccc4)o3)C2=O)cc1 (centres undefined),-3,-3,3,-7,-3,-3,53,-9,i,-19
COc1ccc(-c2cc(C)no2)cc1S(=O)(=O)N1CCOc2ccc(Cl)cc21,4,34,-2,-4,0,-1,18,25,i,-31
Cc1ccc(S(=O)(=O)N2CCOCC2)cc1C(=O)NCCCn1ccnc1,-1,16,-1,-1,2,-3,22,0,i,-24
CCOC(=O)c1c(NC(=O)c2ccccc2)sc2c1CCc1ccccc1-2,2,-30,-1,-14,4,-2,-10,-1,i,-10
Cc1ccnc(SC2CC(=O)N(c3ccc(Br)cc3)C2=O)n1 (centres undefined),3,6,1,2,4,-2,28,9,i,-12
COc1ccc(CCNC(=O)c2cc(S(=O)(=O)N3CCOCC3)cn2C)cc1OC,1,7,-3,-2,-3,0,25,0,i,-2

# Remaining list, next part:
SMILES,IEC-6 cytotox,aSyn UTR inh,GSK3B inh,HSF1 inh,HSP90 inh,GSK3 alpha inh,AI-2 QS mod,HSF1 activator,PolyA inhibitor,KLF5 inhibitor
CSCCC(NC(=O)COc1ccccc1)C(=O)N1CCN(c2ccccc2Cl)CC1 (centres undefined),x,-11,2,3,x,-1,21,-7,i,x
Cc1ccc(/C=N/NC(=O)Cc2ccc(Cl)cc2)c(O)c1,4,66*,-23,6,-2,-1,-64,17,i,-4
Cc1cc(-n2c(C)cc(C(=O)COc3ccccc3[N+](=O)[O-])c2C)no1,-2,-68,0,x,0,-2,19,x,i,-30
Cc1ccc(C(=O)NCc2ccccc2)c(F)c1F,-1,-25,-3,12,-1,-1,8,17,i,-46
